# Pol kappa inh: DNA polymerase kappa (human) inhibition; Q9UBT6; purified Pol kappa, fluorescent DNA synthesis assay, 10 min; Potency, µM (titrated, usually from 107 µM), for inactives: at the top dose activity, negative = inhibition, usual class: inhibitors; 0.53% of 400,000 active; note: potency is the fitted concentration of half-maximal effect; % is set by controls: 0 for no effect and ±100 for the full control effect
#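 Here, compound and 10 nM enzyme are combined for 15 min at room temperature; adding 50 nM substrate (final) starts DNA synthesis, tracked by fluorescence at 0 and 10 min against buffer-only wells.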
# Pol eta inh: blocks human DNA polymerase eta activity. 1.2% of 390,000 active. recombinant Pol eta, fluorescent DNA replication assay. Q9Y253. Potency, µM (top dose mostly 114 µM), for the others: at the top dose activity change, negative = inhibition, actives largely listed as inhibitors; note: potency is the fitted concentration of half-maximal effect; % is set by controls: 0 for no effect and ±100 for the full control effect
# Target sequence (Q9Y253 whole entry, looked up): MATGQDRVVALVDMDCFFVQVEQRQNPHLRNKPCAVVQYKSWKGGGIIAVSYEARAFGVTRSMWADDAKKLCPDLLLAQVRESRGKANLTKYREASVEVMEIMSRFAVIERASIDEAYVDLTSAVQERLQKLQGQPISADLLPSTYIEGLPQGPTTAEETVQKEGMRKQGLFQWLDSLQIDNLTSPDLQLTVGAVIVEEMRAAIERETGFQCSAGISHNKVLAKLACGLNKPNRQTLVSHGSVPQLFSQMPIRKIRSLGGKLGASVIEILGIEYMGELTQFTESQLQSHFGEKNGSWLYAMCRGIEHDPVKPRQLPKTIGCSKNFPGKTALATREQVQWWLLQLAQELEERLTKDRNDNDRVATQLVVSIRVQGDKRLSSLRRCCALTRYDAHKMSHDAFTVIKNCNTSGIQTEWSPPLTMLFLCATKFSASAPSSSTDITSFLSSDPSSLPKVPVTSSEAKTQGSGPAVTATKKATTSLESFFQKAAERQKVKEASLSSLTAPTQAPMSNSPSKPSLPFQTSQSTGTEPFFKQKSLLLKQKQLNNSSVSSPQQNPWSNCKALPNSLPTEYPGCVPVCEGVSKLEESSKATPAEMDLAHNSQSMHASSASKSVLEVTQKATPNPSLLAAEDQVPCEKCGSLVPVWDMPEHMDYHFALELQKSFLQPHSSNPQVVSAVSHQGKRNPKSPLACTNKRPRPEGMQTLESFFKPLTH
#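 Pol eta at 10 nM preincubated with compounds 15 min at room temperature; reaction started with fluorescent substrate (50 nM final) and read kinetically at 0 and 10 min.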
# PGK inhibitor: inhibitors of T. brucei phosphoglycerate kinase; P07378; PGK/GAPDH coupled, Kinase-Glo luminescence, 60 min; Potency, µM (top dose mostly 57.5 µM), for the others: at the top dose activity change, negative = inhibition, most hits filed as inhibitors; 0.043% of 380,000 active; AID 602233; note: potency is the fitted concentration of half-maximal effect; % is set by controls: 0 for no effect and ±100 for the full control effect; nearly all actives have a fitted effect of over 60% in size
#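 Recombinant glycosomal PGK reaction used 1,3-bisphosphoglycerate generated in-well by GAPDH (100nM final) in 100mM TEA pH 7.6, 5mM MgCl2, 0.01% Tween-20. After 60 minutes at room temperature, ATP was read by Kinase-Glo Plus luminescence end-point.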
# RXFP1 antag: blocks the human relaxin receptor RXFP1; HEK293-RXFP1, relaxin-stimulated cAMP HTRF, 30 min; stronger effect = lower value; 0.59% of 350,000 active; activity change, negative = inhibition, % at 57.5 µM; Q9HBX9; AID 1259400;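 active = activity change of -60% or lower, but not beyond a set lower limit; inconclusive = change between -60% and -40%, or beyond the set limit; inactive = change above -40%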; note: % is set by controls: 0 for no effect and ±100 for the full control effect
# APEX1 inh: inhibitors of human APE1 endonuclease; P27695; recombinant APE1, TAMRA/BHQ-2 abasic DNA cleavage fluorescence; Potency, µM (series often up to 65.8 µM), for inactives: at the top dose activity change, negative = inhibition, usual class: inhibitors; 0.35% of 350,000 active; AID 2517;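 note: potency is the fitted concentration of half-maximal effect; plate controls were vehicle for no effect and reference inhibitor for full effect; nearly all actives have a fitted effect of over 55% in size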
# Target sequence (P27695 whole entry, looked up): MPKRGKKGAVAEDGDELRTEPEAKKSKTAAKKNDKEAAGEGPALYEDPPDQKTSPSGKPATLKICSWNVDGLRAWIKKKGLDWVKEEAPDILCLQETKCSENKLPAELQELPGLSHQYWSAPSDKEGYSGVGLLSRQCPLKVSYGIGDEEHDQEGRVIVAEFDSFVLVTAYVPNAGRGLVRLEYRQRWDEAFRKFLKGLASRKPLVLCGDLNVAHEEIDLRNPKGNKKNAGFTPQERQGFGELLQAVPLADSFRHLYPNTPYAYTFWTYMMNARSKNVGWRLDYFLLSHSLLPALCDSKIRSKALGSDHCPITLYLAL
#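 APE1 at 0.75 nM final was preincubated with compound 15 min at room temperature, then 50 nM double-stranded THF abasic-site substrate (5'-TAMRA/3'-BHQ-2) was added. Fluorescence (ex 525/em 598 nm) was read kinetically; third-minus-first read gave activity.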
# Apoferritin bind: binds horse apoferritin like a general anesthetic; P02791; Potency, µM (doses to about 77.5 µM), inactives show top-dose activity change, negative = displacement, hits mostly inhibitors; 0.074% of 350,000 active; AID 485281; apoferritin/1-aminoanthracene competitive binding, fluorescence; note: potency is the fitted concentration of half-maximal effect; % is set by controls: 0 for no effect and ±100 for the full control effect; nearly all actives have a fitted effect of over 20% in size
#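 Concentration-response curves derived by four-parameter Hill fitting of normalized fluorescence, where compounds displaced 1-AMA from 10 uM horse apoferritin following a brief 10 min room-temperature incubation; propofol titration acted as positive control.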
# BLM helicase inh: blocks DNA unwinding by human BLM helicase; Potency, µM (doses to about 56.1 µM), for the others: at the top dose activity change, negative = inhibition, actives largely listed as inhibitors; recombinant BLM DNA unwinding, fluorescence dequenching; AID 2528; 0.2% of 350,000 active;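 note: potency is the fitted concentration of half-maximal effect; plate controls were vehicle for no effect and no enzyme for full effect; nearly all actives have a fitted effect of over 35% in size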
# Pol beta inh: DNA polymerase beta (human) inhibition; Pol beta primer extension/strand displacement, fluorescence kinetic; Potency, µM (highest dose often 114 µM), for the others: at the highest dose activity change, negative = inhibition, most hits filed as inhibitors; 1.3% of 340,000 active; note: potency is the fitted concentration of half-maximal effect; % is set by controls: 0 for no effect and ±100 for the full control effect
#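 Enzyme-only controls used 10 nM Pol beta; buffer lacking enzyme served as negative control. Compound preincubated 15 min, then 50 nM substrate added; 0 and 10 min reads at room temperature.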
# POLI inh: inhibitors of human DNA polymerase iota; Q9UNA4; Pol iota fluorescent replication assay, 10 min; Potency, µM (highest dose often 115 µM), without a hit: at the highest dose activity, negative = inhibition, actives largely listed as inhibitors; 1% of 390,000 active; note: potency is the fitted concentration of half-maximal effect
#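 Fluorescent replication assay read twice, at 0 min and 10 min after adding 50 nM (final) substrate. Enzyme (10 nM) and compounds were first incubated 15 min at room temperature; enzyme-free buffer wells were negative controls.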
# * = called active by the depositor; i = inactive; ? = inconclusive; / = no result given; [ ] = remark or other dose. Unless noted, calls come from the whole dose curve; as a rule, active = well fitted curve in the direction sought with a large enough effect; inconclusive = small, poorly fitted or top-dose-only effect, or another doubt; inactive = no such curve, though single readings can be large; an effect the other way counts as inactive or inconclusive. This is a subset, so the mix of outcomes need not match the whole.
cpd	molecule	Pol kappa inh	Pol eta inh	PGK inhibitor	RXFP1 antag	APEX1 inh	Apoferritin bind	BLM helicase inh	Pol beta inh	POLI inh
1	COCc1nc2sc3c(c2c(=O)[nH]1)CCCC3	-3.0%	-20.0%	i	-5.8	0.2%	-12.9%	-2.8%	24.3%	11.9%
2	N#C/C(=C(/O)c1cc2ccccc2o1)c1nc2ccccc2s1	3.4%	-27.2%	-3.8%	-0.3	9.5%	3.4%	-3.8%	34.5%	16.0%
3	Cc1ccc(NC(=S)NCc2ccccn2)cc1	-0.2%	-14.7%	-7.5%	-3.4	0.5%	-12.9%	-1.3%	-0.9%	-9.0%
4	CC(C)N(C(=O)Cc1ccccc1[N+](=O)[O-])C(C)C	-7.4%	-0.6%	2.5%	5.6	0.4%	?	0.4%	8.7%	84.0%[activator]
5	Cc1cc(NC(=O)CSc2n[nH]c(-c3cccs3)n2)no1	-5.3%	-10.6%	i	-0.8	0.3%	-10.5%	-3.3%	37.7%	11.8%
6	CCOc1ccc(NC2=CC(=O)C(=O)c3ccccc32)cc1	-3.6%	39.8µM*	-19.8%	-5.5	/	/	/	/	35.5µM*
7	CC(C)c1cc(C(=O)NCc2ccccc2)no1	5.2%	-16.2%	-4.3%	-0.8	/	?	-5.7%	0.9%	15.0%
8	O=C(NCCCNC1CCCCC1)c1ccc(/C=N/O)nc1	4.9%	-11.3%	-1.8%	-1.2	0.1%	-11.2%	2.6%	-12.9%	11.4%
9	COCCNC(=O)Cn1ncc2ccsc2c1=O	1.2%	-1.0%	-5.1%	0.9	5.7%	-6.3%	-1.3%	15.2%	-6.3%
10	CCC(c1n[nH]c(=S)n1-c1ccccc1)N(C)C (stereo not drawn)	-2.6%	-17.2%	-5.7%	9.4	3.7%	-4.5%	-0.5%	-0.6%	4.6%
11	Cc1ccccc1C(=O)Nc1c(C(=O)N2CCCC2)cnn1-c1ccccc1	-0.2%	-7.9%	-0.4%	-1.0	-1.4%	-0.2%	0.7%	3.0%	-25.0%
12	CCOc1ccc(S(=O)(=O)N2CCC(C(=O)NCc3ccncc3)CC2)cc1	-8.7%	0.7%	-0.3%	6.5	8.8%	-2.3%	-1.5%	-1.3%	23.0%
13	CC(C)c1ccc(OCc2ccc(C(=O)N(C)C)o2)cc1	-10.1%	-0.5%	1.0%	-17.1	-0.1%	-17.3%	-5.2%	12.8%	-22.0%
14	CCCCc1nnc(NC(=O)CSc2nc(C)cc(=O)[nH]2)s1	4.2%	2.4%	1.4%	3.4	-1.7%	-8.9%	0.9%	-11.1%	-3.7%
15	COC(=O)c1sccc1NS(=O)(=O)c1ccccc1	-3.0%	-18.0%	6.3%	-5.2	-2.9%	-8.7%	-3.6%	82.4%	51.3%[activator]
16	CCN1c2cc(C)ccc2-n2cccc2C12CCN(C(=O)Nc1cc(OC)c(OC)c(OC)c1)CC2	-11.7%[60.1 µM]	-8.9%	-0.7%	-15.0	/	-13.9%	-14.5%	-11.1%	-2.2%
17	COc1ccc([C@@H]2CC=C(C(=O)O)[C@H](c3ccccc3F)N2S(=O)(=O)c2ccc(C)cc2)cc1OC	-5.4%	-8.6%	1.7%	/	9.0%	/	/	/	-2.2%
18	O=C(C1=C[C@@H](C2CC2)C[C@@H](OCCCCO)O1)N1CCN(Cc2ccc3c(c2)OCO3)CC1	-18.2%	-0.7%	-6.3%	/	-3.2%	-5.6%	-1.2%	-12.0%	-2.3%
19	Cc1[nH]n(-c2ccc([N+](=O)[O-])cc2)c(=O)c1/C=N/N1CCOCC1	0.3%	12.5%	-3.3%	11.0	1.3%	-9.1%	0.8%	5.5%	58.7%[activator]
20	O=C(CSc1nnc(-c2ccc(Cl)cc2)n1Cc1ccco1)Nc1ccc2c(c1)OCCO2	-2.3%	-19.9%	-2.3%	-14.2	12.0%	-8.9%	-10.8%	10.9%	4.5%
21	O=C(NC1CCN(C(=O)N2c3ccccc3Sc3ccccc32)CC1)c1ccccc1Cl	-9.4%	1.2%	-13.9%[11.5 µM]	-28.6	-6.4%	-7.6%	-6.7%	-0.2%	?
22	COc1ccc(-c2nnn(CC(=O)N(Cc3cccs3)C(C)C(=O)NC3CCCC3)n2)cc1OC (stereo not drawn)	1.4%	-15.1%	-7.6%	7.2	-6.9%	?	-1.2%	1.4%	3.3%
23	CCCCCCCCc1nc(SC(C)C(=O)O)n[nH]1 (stereo not drawn)	6.7%	-14.8%	-6.5%	-2.9	0.1%	-19.2%	-1.6%	-1.2%	20.8%
24	CCNC(=S)N1CCN(Cc2ccc3c(c2)OCO3)CC1	1.8%	1.7%	-3.3%	-2.4	1.6%	-0.9%	-3.1%	-4.0%	-22.2%
25	CC(C)OC(=O)C(C#N)c1nc2ccccc2nc1N1CCCC1 (stereo not drawn)	-4.7%	-20.2%	1.0%	-0.2	-3.4%	?	-5.7%	4.7%	7.6%

# (next part)
cpd	molecule	Pol kappa inh	Pol eta inh	PGK inhibitor	RXFP1 antag	APEX1 inh	Apoferritin bind	BLM helicase inh	Pol beta inh	POLI inh
26	CC(Sc1nc2ccccc2c(=O)[nH]1)C(=O)O (stereo not drawn)	-10.6%	4.3%	4.5%	-15.3	1.0%	-11.1%	-0.6%	6.9%	-0.4%[58.9 µM]
27	CN(CC(O)Cn1cnc2c1c(=O)n(C)c(=O)n2C)c1ccccc1 (stereo not drawn)	-2.0%	-5.4%	i	-2.3	-6.2%	-3.4%	-0.5%	2.2%	58.9%[activator]
28	Cc1cc(O)ccc1N=Cc1c(C(F)(F)F)[nH][nH]c1=O	-5.3%	-1.4%	/	0.0	16.9%	?	-9.6%	14.1µM*	8.91µM*
29	CCOc1ccc(C2C(C#N)=C(N)Oc3cc(C)n(CCN(C)C)c(=O)c32)cc1OCC (stereo not drawn)	2.9%	1.1%	7.0%	-9.0	-0.6%	4.6%	5.3%	6.2%	10.1%
30	Cc1ccc(C(=O)Nc2cccc3cccnc23)cc1Cl	10.4%	-19.0%	-2.4%	/	/	-12.9%	-5.7%	-1.2%	13.9%
31	Nc1nc(N2CCN(c3ccc(F)cc3)CC2)n[nH]1	1.2%	-7.9%	7.3%	1.1	5.7%	-5.1%	-1.0%	4.1%	86.7%[activator]
32	Cc1cc(NC(=O)CN2CCN(c3cccc(Cl)c3)CC2)no1	-0.5%	-20.8%	1.5%	-0.6	0.0%	-12.9%	-5.0%	-0.5%	176.0%[activator]
33	CN(NC(=O)C(C)(C)C)c1nc(-c2ccccc2)nnc1C(F)(F)F	-1.3%	-7.7%	-1.2%	-7.4	-3.6%	1.1%	-1.4%	-1.2%	37.8%[activator]
34	CC(C)(C)c1csc(NNC(=O)c2ccc(Cl)cc2)n1	-11.7%	6.8%	-4.2%	-95.2*	0.0%	-21.6%	-6.9%	3.7%	-27.2%
35	CCN(C(=O)c1cc(Cl)ccc1Cl)C1CCS(=O)(=O)C1 (stereo not drawn)	-10.8%	-17.1%	-13.1%	6.5	54.4%[activator]	/	/	/	69.1%[activator]
36	CCOC(=O)c1c(NC(C)=O)sc2c(OC)c(Br)ccc12	-6.8%	-9.2%	/	-20.4	-6.0%	-5.2%	-4.3%	29.8%	23.0%
37	COc1ccc(CC(=O)Nc2sc3c(c2C(=O)Nc2c(C)cccc2C)CCCCC3)cc1	-2.0%	-0.5%	1.1%	/	/	-9.6%	-12.1%	19.3%	0.3%
38	CCC(C)C(NC(=O)C(CC(C)C)NC(=O)C(CO)NC(=O)C1CCC(=O)N1)C(=O)OC (stereo not drawn)	-2.8%	-10.8%	-6.8%	-6.9	-4.5%	-2.7%	-3.4%	-4.4%	-13.6%
39	CCOC(=O)C1CCCN(C(=O)CCCn2nnnc2CN2CCC(C)CC2)C1 (stereo not drawn)	-1.0%	-5.1%	-3.4%	16.1	-7.7%	1.6%	-1.3%	15.3%	-10.8%
40	Cn1cc([C@@H]2C[C@H]3CN(Cc4cccc(Cl)c4)C(=O)[C@]34CCCN24)c2ccccc21	-7.8%[60.1 µM]	?	10.0%	-9.7	0.6%	-15.5%	-4.1%	3.6%	-2.2%
41	COc1ccc(/C=N/n2c(-c3cc(C)[nH]n3)n[nH]c2=S)cc1OC	18.8%	-5.1%	0.0%	8.6	31.3%[activator]	9.9%	-5.4%	1.7%	37.0%[activator]
42	CCOC(=O)C1=NNC(C(=O)c2ccc(Cl)cc2)C1c1ccc(OC)cc1 (stereo not drawn)	-8.3%	-23.7%	1.0%	-35.8	5.9%	?	-7.0%	-12.6%	47.2%[activator]
43	CNC(=O)c1ccccc1S(=O)(=O)c1ccccc1C#N	-1.9%	4.2%	-9.1%	1.1	-2.4%	-1.1%	0.8%	?	17.2%
44	COc1ccc(C(=O)NC2CC2)cc1OC1CCN(Cc2ccc(SC)cc2)CC1	5.8%	7.8%	i	-0.2	51.6%	-8.3%	-0.5%	40.5%	12.7%
45	CC1CCN(S(=O)(=O)c2cc(Br)cc(C(=O)NC3=NCCS3)c2)CC1	-11.2%	-12.9%	-5.5%	0.1	-6.4%	?	-7.4%	19.1%	12.5%
46	COc1ccc(-n2c(SCC(=O)NCc3ccc(C)cc3)nc3n[nH]c(C)c3c2=N)cc1	-4.2%[60.1 µM]	-4.4%	-8.2%	-30.2	/	-11.8%	-0.3%	-3.4%	10.5%
47	NC(=O)NC(CC(=O)NCCCc1ccccc1)c1ccc(Cl)cc1 (stereo not drawn)	-2.2%	-8.3%	-5.4%	-12.5	-11.9%	-2.6%	-7.7%	14.5%	-23.8%

# POLI inh: what is marked active above.
no.	Structure	Pol kappa inh	Pol eta inh	PGK inhibitor	RXFP1 antag	APEX1 inh	BLM helicase inh	Pol beta inh	POLI inh
6	CCOc1ccc(NC2=CC(=O)C(=O)c3ccccc32)cc1	-3.6%	39.8µM*	-19.8%	-5.5	/	/	/	35.5µM*
28	Cc1cc(O)ccc1N=Cc1c(C(F)(F)F)[nH][nH]c1=O	-5.3%	-1.4%	/	0.0	16.9%	-9.6%	14.1µM*	8.91µM*

# From PubChem
